MrgX1 agonist = agonists of human MrgX1 receptor, primary screen, HEK293 cells, Fluo-4 calcium flux. Mas-related G-protein coupled receptor member X1 (Homo sapiens), Q96LB2. Fluo-4 calcium fluorescence, agonist mode; hits give high values. B-score at 10 µM. actives 0.44% (n = 310,000). AID 588627, 2011;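 active = calcium response B-score plate-corrected fluorescence ratio at least 3 library SD, with starting fluorescence B-score inside 5 SD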
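Test system: Stable human MrgX1 HEK293 cell line | Schedule: Overnight plating before 1 h dye loading | Read-out basis: Baseline-normalised fluorescence change ratio, B-scored | Detection: Kinetic calcium dye fluorescence, Fluo-4 NW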
KCNK3 inh = human KCNK3 channel inhibitors, primary screen, CHO cells, FluxOR thallium flux, B-score; Potassium channel subfamily K member 3 (Homo sapiens), O14649; FluxOR fluorescence; hits give low values; B-score at 10 µM; actives 0.84% (n = 340,000); AID 602410, 2012;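 active = B-score under library mean minus 4 SD, starting fluorescence ratio at most library mean plus 5 SD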;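 also: more negative B-score means stronger inhibition of thallium flux through KCNK3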
Target sequence (O14649 whole entry, looked up): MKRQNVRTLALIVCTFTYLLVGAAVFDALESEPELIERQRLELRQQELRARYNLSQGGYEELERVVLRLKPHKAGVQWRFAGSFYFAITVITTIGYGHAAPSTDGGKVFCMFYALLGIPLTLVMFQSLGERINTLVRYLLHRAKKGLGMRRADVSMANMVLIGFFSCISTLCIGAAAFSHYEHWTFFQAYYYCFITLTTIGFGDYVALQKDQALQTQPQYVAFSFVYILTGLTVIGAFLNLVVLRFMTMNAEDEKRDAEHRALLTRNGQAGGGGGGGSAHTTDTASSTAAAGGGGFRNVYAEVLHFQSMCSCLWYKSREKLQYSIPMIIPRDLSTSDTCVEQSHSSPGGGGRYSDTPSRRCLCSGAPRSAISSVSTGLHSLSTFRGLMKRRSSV
ANO1 activ = TMEM16A chloride channel activators or potentiators, primary screen, cell-based, HTS. Anoctamin-1 (Mus musculus), Q8BHY3. HEK293 TMEM16A/YFP-H148Q/I152L, iodide quench fluorescence; hits give low values. B-score at 10 µM. actives 0.3% (n = 340,000);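 active = fluorescence-ratio B-score plate-corrected deviation score at least 3 library SD below zero, with starting fluorescence score within 5 deviations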;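 also: channel opened by trigger with iodide after compound preincubation; score built on the fluorescence ratio of max minus min over baseline; more negative score means more quench and so TMEM16A activation or potentiation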
KCNQ1 inh = inhibitors of human KCNQ1 channel, primary screen, cell-based, thallium flux, high-throughput | CHO-K1 KCNQ1, FluxOR thallium flux fluorescence; hits give high values | actives 1.3% (n = 310,000) | B-score at 10 µM | AID 2642, 2010;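 active = compounds whose thallium flux B-score, printed positive for inhibition, exceeds three library SD while starting fluorescence stays within three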;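 also: channel opened by potassium depolarization with thallium stimulus after 20 min compound exposure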
Target sequence (P51787 whole entry, looked up): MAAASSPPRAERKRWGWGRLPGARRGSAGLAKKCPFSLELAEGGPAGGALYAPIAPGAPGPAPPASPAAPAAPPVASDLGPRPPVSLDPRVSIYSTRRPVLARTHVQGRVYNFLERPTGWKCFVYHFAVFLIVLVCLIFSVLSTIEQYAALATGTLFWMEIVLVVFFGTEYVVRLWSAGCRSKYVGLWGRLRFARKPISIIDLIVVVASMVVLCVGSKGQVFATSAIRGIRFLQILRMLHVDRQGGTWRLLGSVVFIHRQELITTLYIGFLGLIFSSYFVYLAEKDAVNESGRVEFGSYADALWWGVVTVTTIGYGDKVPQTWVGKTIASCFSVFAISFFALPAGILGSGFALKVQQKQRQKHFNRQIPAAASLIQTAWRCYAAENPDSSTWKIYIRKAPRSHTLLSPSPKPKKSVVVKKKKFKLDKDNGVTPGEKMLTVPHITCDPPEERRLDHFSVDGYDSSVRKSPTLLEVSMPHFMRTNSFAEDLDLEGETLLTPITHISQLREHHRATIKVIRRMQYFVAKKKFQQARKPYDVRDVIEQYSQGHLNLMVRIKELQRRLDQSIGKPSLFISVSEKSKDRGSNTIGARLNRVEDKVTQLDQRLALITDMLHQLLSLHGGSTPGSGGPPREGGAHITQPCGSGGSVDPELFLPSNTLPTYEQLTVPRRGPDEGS
RGS4 pot = RGS4 potentiators or activators, primary screen, cell-based, HEK293 M3R inducible RGS4, calcium flux. carbachol calcium flux Fluo4; hits give low values. B-score at 10 µM. actives 0.92% (n = 310,000);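 active = B-score of the integrated calcium signal more than 4 SD below the library mean, with starting fluorescence not abnormally high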;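 also: negative B-score means reduced calcium response which marks RGS4 activation or potentiation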
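Detection: kinetic calcium fluorescence imaging with Fluo4-AM dye, 2 µM / Material: HEK293 cells with stable M3R and inducible RGS4 / Schedule: recording 10 s baseline at 1 Hz, 100 s post-agonist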
RGS4 block = RGS4 inhibitors, primary screen, cell-based, HEK293 M3R inducible RGS4, calcium flux; Regulator of G-protein signaling 4 (Homo sapiens), P49798; Fluo-4 calcium flux; hits give high values; triggered by carbachol at its EC20; B-score at 10 µM; actives 0.45% (n = 310,000); AID 463165, 2010;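 active = B-score, a plate-corrected calcium signal, over three deviations above library mean, with baseline fluorescence within five deviations of library mean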;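 also: RGS4 expression induced by doxycycline in cells with stable M3 receptor; B-score is computed from the integrated fluorescence ratio over baseline after carbachol; higher B-score means a larger calcium signal and so more RGS4 inhibition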
hERG protect = hERG rescue from dofetilide block, primary screen, cell-based, CHO-hERG, FluxOR thallium flux, dofetilide IC70. Voltage-gated inwardly rectifying potassium channel KCNH2 (Homo sapiens), Q12809. dofetilide IC70 present. activation (rescue from dofetilide block), less the hit threshold, % at 10 µM. actives 0.51% (n = 310,000);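 active = activation above the mean of controls blocked by dofetilide plus 5 SD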;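 also: thallium influx through hERG after potassium depolarization seen as dye fluorescence rise; in these data hits start at about 4.7%; inactives centre near -7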
MrgX1 allo act = positive allosteric modulators of MrgX1, primary screen, HEK293 cells, Fluo-4 calcium flux. Mas-related G-protein coupled receptor member X1 (Homo sapiens), Q96LB2. FDSS; hits give high values. B-score at 10 µM. actives 0.63% (n = 310,000). AID 588675, 2011;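 active = plate-corrected calcium response at least 3 library SD above typical, normal starting fluorescence, not activating the receptor alone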;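 also: compound read alongside a low EC10 to EC30 dose of BAM8-22 agonist; peak minus trough fluorescence over baseline measured at the second addition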
ANO1 block = TMEM16A chloride channel inhibitors, primary screen, cell-based, HTS. actives 1.2% (n = 310,000). AID 588511, 2011. normalized B-score (activity score, 25-100; higher = stronger inhibition) at 10 µM. HEK293 TMEM16A/YFP iodide influx fluorescence, ionomycin;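 active = ratio plate-corrected score three or more library SD toward inhibition, starting fluorescence score within five deviations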;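 also: score derived from kinetic fluorescence span divided by baseline fluorescence per well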
KCNK9 inh = KCNK9 potassium channel inhibitors, primary screen, HEK293 cells, thallium flux; FluxOR thallium flux fluorescence; hits give low values; B-score at 10 µM; actives 1.2% (n = 310,000); AID 488922, 2010;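 active = ratio B-score over 3 SD below the library mean, with starting fluorescence within 5 SD of its mean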;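 also: negative B-score means less thallium flux so channel inhibition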
KCNQ1 pot = potentiators or activators of KCNQ1 channel, primary screen, cell-based, thallium flux, high-throughput | AID 2648, 2010 | CHO-K1 KCNQ1, thallium flux FluxOR fluorescence; hits give high values | Potassium voltage-gated channel subfamily KQT member 1 (Homo sapiens), P51787 | B-score at 10 µM | actives 0.35% (n = 310,000);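 active = fluorescence ratio B-score, a plate-corrected score, at least three library SD, with initial intensity B-score within 5 SD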
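Medium – assay buffer, equal DMSO in all wells · Material – CHO-K1 cell line with stable KCNQ1 potassium channel expression · Signal – kinetic FluxOR thallium fluorescence, 10-s 1-Hz baseline, 110-s post-stimulus read · Compound – single concentration per compound, DMSO matched to controls · Schedule – 37 °C overnight plating, 90-min dark dye load, 20-min compound pretreatment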
The depositor's hits bear a star; i = inactive.

SMILES	MrgX1 agonist	KCNK3 inh	ANO1 activ	KCNQ1 inh	RGS4 pot	RGS4 block	hERG protect	MrgX1 allo act	ANO1 block	KCNK9 inh	KCNQ1 pot
CN(Cc1ccn[nH]1)C(=O)C1CCC(=O)N(Cc2cccc(C(F)(F)F)c2)C1 (stereo not drawn)	i	i	i	i	i	i	-5.8	i	i	i	i
CC(Sc1ccc2c(c1)OCCO2)C(=O)Nc1ncc(Cl)cc1Cl (stereo not drawn)	i	i	i	i	i	i	-6.2	i	i	i	i
CC(C)(C)c1ccc(OCCCC(=O)NC2=NCCS2)cc1	i	i	i	i	i	i	-3.9	i	i	i	i
c1ccc(C2CC3CC(c4ccccc4)N2O3)cc1 (stereo not drawn)	i	i	i	i	i	i	-2.6	i	i	i	i
COc1cccc(NC(=O)COC(=O)c2ccc(S(=O)(=O)NCc3ccco3)cc2)c1	i	i	i	i	i	i	-10.3	i	i	i	i
COc1ccc(OC)c(NC(=O)CCN2CCCCC2)c1	i	i	i	i	i	i	-6.5	i	i	i	i
COc1ccc(-c2nnc(SCC(=O)c3ccc(O)cc3O)o2)cc1	i	i	i	i	i	i	-4.8	i	i	i	i
Cc1nn(C(C)C(=O)NCc2ccco2)c(C)c1[N+](=O)[O-] (stereo not drawn)	i	i	i	i	i	i	-10.3	i	i	i	i
CO/N=C/c1cccn1-c1nccc(N(C)C)c1C#N	i	i	i	i	i	i	-4.3	i	i	i	i
CSc1ccc(CN(C)CC(=O)Nc2cccc(Br)c2)cc1	i	i	i	i	i	i	-12.2	i	i	i	i
CC1CCCC(C)N1/N=C/c1ccccc1C(=O)O (stereo not drawn)	i	i	i	i	i	i	2.3	i	i	i	i
O=C(Nn1c(C2CCCCC2)nc2ccccc2c1=O)c1ccc([N+](=O)[O-])cc1	i	i	i	i	i	i	-3.1	i	i	i	i
Cc1c(N(CC(=O)O)S(=O)(=O)c2ccccc2)c(=O)n(-c2ccccc2)n1C	i	i	i	i	i	i	-3.7	i	i	i	i
CN1CCN(c2ccc(CNS(=O)(=O)c3ccsc3)cc2)CC1	i	i	i	i	i	i	-14.0	i	i	i	i
CCn1cc(C(=O)OCC(=O)N2C(C)CCCC2C)c(=O)c2ccc(C)nc21 (stereo not drawn)	i	i	i	i	i	i	-9.7	i	i	i	i
Cc1ccc(S(=O)(=O)Cn2nnnc2C(C(C)C)N2CCN(Cc3ccco3)CC2)cc1 (stereo not drawn)	i	i	i	i	i	i	-5.8	i	i	i	i
CC(C)Cc1nnc(NC(=O)CCC(=O)N2CCN(c3ccccn3)CC2)s1	i	i	i	i	i	i	-4.9	i	i	i	i
COc1ccccc1N1CCN(C(=O)c2ccc(S(=O)(=O)N3CCCCCC3)cc2)CC1	i	i	i	i	i	i	-15.4	i	i	i	i
O=C(c1cc(-c2ccncc2)nc2ccc(Br)cc12)N1CCN(c2ccccn2)CC1	i	i	i	i	i	i	-31.7	i	i	i	i
Cc1csc(NC(=O)CSc2nnc(-c3ccncc3)n2C)n1	i	i	i	i	i	i	-9.2	i	i	i	i
COC(=O)COc1ccc(S(=O)(=O)Nc2ccc(C(N)=O)cc2)cc1	i	i	i	i	i	i	-2.0	i	i	i	i
O=C(CSc1nnc(-c2ccccc2)n1Cc1ccccc1)N1CCCC1	i	i	i	i	i	i	-8.1	i	i	i	i
Cc1ccccc1C(=O)Nc1c(C(=O)N2CCN(C)CC2)cnn1-c1ccccc1	i	i	i	i	i	i	-4.6	i	i	i	i
CC1CCN(CCC(=O)N/N=C/c2ccc([N+](=O)[O-])cc2)CC1	i	i	i	i	i	i	-14.5	i	i	i	i
CCC(=O)Nc1cccc(NC(=O)c2ccc(C)cc2Cl)c1	i	i	i	i	i	i	1.4	i	i	i	i
SMILES	MrgX1 agonist	KCNK3 inh	ANO1 activ	KCNQ1 inh	RGS4 pot	RGS4 block	hERG protect	MrgX1 allo act	ANO1 block	KCNK9 inh	KCNQ1 pot
COc1ccc(CSc2nnc(C)s2)cc1F	i	i	i	i	i	i	-4.2	i	i	i	i
O=C1c2cc(S(=O)(=O)NCCO)ccc2-c2ccc(S(=O)(=O)NCCO)cc21	i	i	i	i	i	i	-7.3	i	i	i	i
COc1ccc(S(=O)(=O)N2CCC(C(=O)NCCC(=O)Nc3cccc(OC)c3)CC2)cc1	i	i	i	i	i	i	-5.6	i	i	i	i
CCOc1ccccc1C1C(C#N)=C(N)Nc2onc(-c3ccccc3)c21 (stereo not drawn)	i	i	i	i	i	i	-10.4	i	i	i	i
O=C(Nc1cccc(-c2ccc3nncn3n2)c1)c1ccco1	i	i	i	i	i	i	-8.7	i	i	i	i
Cc1ccccc1NC(=O)c1cccc(N2C(=O)C3C4CCC(C4)C3C2=O)c1 (stereo not drawn)	i	i	i	i	i	i	-5.6	i	i	i	i
Cc1ccc(OCCNC(=O)C2CCCCC2)cc1	i	i	i	i	i	i	-12.4	i	i	i	i
O=C1COc2ccc(S(=O)(=O)NCc3ccc(Cl)cc3)cc2N1	i	i	i	i	i	i	-6.8	6.53*	i	i	i
CC1CCCCC1NC(=O)/C(C#N)=C/c1ccc(F)c(F)c1 (stereo not drawn)	i	i	i	i	i	i	-4.9	i	i	i	i
COc1ccc(N(CC(=O)NC2CCCCCC2)S(=O)(=O)c2ccccc2)cc1Cl	i	i	i	i	i	i	-4.2	i	i	i	i
CC1=C(Sc2ccccn2)C(=O)NC(C)(C)C1	i	i	i	i	i	i	-13.9	i	i	i	i
Cc1ccc(C(=O)COC(=O)CCN2C(=O)C3C4CCC(C4)C3C2=O)cc1[N+](=O)[O-] (stereo not drawn)	i	i	i	i	i	i	-15.8	i	i	i	i
O=CNCC(=O)NC1CCCCCC1	i	i	i	i	i	i	-7.0	i	i	i	i
Cc1cccc(NS(=O)(=O)c2ccc(C3CCCCC3)cc2)c1	i	i	i	7*	-8.84*	i	-8.4	i	25*	i	i
COc1ccc(C2=Nn3c(nnc3-c3cc(C)[nH]n3)SC2)cc1	i	i	i	i	i	i	-8.5	i	i	i	i
Cc1c(C(=O)N2CCCCC2)c(S(=O)(=O)NCCc2ccccc2)c(C)n1C	i	i	i	i	i	i	-9.2	i	i	i	i
O=C(O)C(C/C(=N/O)c1ccc(Br)cc1)P(=O)(c1ccccc1)c1ccccc1 (stereo not drawn)	i	i	i	i	i	i	-8.4	i	i	i	i
CC(=C/c1ccc(C(C)C)cc1)/C=N/NC(=O)Cn1nc(C)cc1C	i	i	i	i	i	i	-6.2	i	i	i	i
CC12C=CC3(O1)C(C(=O)N(c1ccccc1)C3C(=O)NC1CCCC1)C2C(N)=O (stereo not drawn)	i	i	i	i	i	i	-10.9	i	i	i	i
S=c1sc2ccccc2n1CCc1ccncc1	i	i	i	i	i	i	-5.6	i	i	i	i
Cc1c(CCO)c(=O)[nH]n1S(=O)(=O)c1ccc([N+](=O)[O-])cc1	i	i	i	i	i	i	0.0	i	i	i	i
CCOC(=O)c1c(C)nsc1NC(=O)c1ccco1	i	i	i	i	i	i	-6.0	i	i	i	i
COC(=O)c1ccc(N(C(=O)c2ccco2)C(C(=O)NC2CCCC2)c2ccco2)cc1 (stereo not drawn)	i	i	i	i	i	i	-14.4	i	i	i	i
COc1ccccc1NC(=O)Cn1cnc2c(cnn2-c2ccc(C)c(C)c2)c1=O	i	i	i	i	i	i	0.3	i	i	i	i
COc1ccc(NC(=O)CCN2CCN(Cc3ccccc3)CC2)c(OC)c1	i	i	i	i	i	i	-4.2	i	i	i	i
SMILES	MrgX1 agonist	KCNK3 inh	ANO1 activ	KCNQ1 inh	RGS4 pot	RGS4 block	hERG protect	MrgX1 allo act	ANO1 block	KCNK9 inh	KCNQ1 pot
CCN(CC)S(=O)(=O)c1ccc(Cl)c(C(=O)NC2CCCC2)c1	i	i	i	i	i	i	-7.8	i	i	i	i
COc1ccc(-c2nc3c(-c4ccc(F)cc4)cnn3cc2C)cc1F	i	i	i	i	i	i	-13.8	i	i	i	i
O=C(N[C@@H]1CCC(=O)N(CC[C@H](Sc2ccccc2)c2ccccc2)CC1)OCc1ccccc1	i	i	i	i	i	i	-5.2	i	i	i	i
O=C(C1CCN(Cc2ccc(OCc3ccccc3)cc2)CC1)N1CCCC1	i	i	i	i	i	i	-5.6	i	i	i	i
O=C(CNC(=O)c1ccc(Br)o1)NCc1cccc(Cl)c1	i	i	i	i	i	i	-6.7	i	i	i	i
Fc1cccc(NC(=S)N2CCCCC2)c1	i	i	i	i	i	i	-1.6	i	i	i	i
O=C(NNC(=S)Nc1ccccc1)c1cccs1	i	i	i	i	i	i	-8.0	i	i	i	i
CCSc1nc2ccccc2n1CC(=O)N1CCCCC1	i	i	i	i	i	i	-6.9	i	i	i	i
CCN(CC)S(=O)(=O)c1cc(C(=O)OCC(=O)Nc2cccc(S(=O)(=O)N(C)C)c2)ccc1F	i	i	i	i	i	i	-12.9	i	25*	i	i
Cc1cccc(NS(=O)(=O)c2cccc(C(=O)NCCCN3CCOCC3)c2)c1	i	i	i	i	i	i	-7.2	i	i	i	i
CCc1ccc(C2CC(c3ccccc3C)n3nc(N)nc3N2)cc1 (stereo not drawn)	i	i	i	i	i	i	-9.5	i	i	i	i
N#CC[n+]1cc(-c2ccc(Cl)cc2)n2c1CCC2	i	i	i	i	i	i	-8.2	i	i	i	i
CCCCNC(=O)OC1CCS(=O)(=O)C1 (stereo not drawn)	i	i	i	i	i	i	-2.3	i	i	i	i

Compound activity deposited in PubChem by Johns Hopkins Ion Channel Center.
